T cell modulator = T cell immune modulation candidate; 2C CD8+ T cell-vesicle binding, flow cytometry; stronger effect = lower value; calls only at 7 µM; actives 0.068% (n = 330,000); AID 2052;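 active = response, share of CD8 T cells binding vesicles, and their 90th percentile fluorescence all below set limits, cut at about 80% in these data, passing the limit was not always enough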
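incubation = binding step 1.5 h, 37 °C, antibody labelling 20 min, ice | test system = 2C mouse CD8+ T cells | read-out basis = percent CD8+ FL2 mean versus row control | controls = Peptide-free naked vesicles (low) and QL9 vesicles with 0.7% DMSO vehicle (high) | detection = flow cytometry of vesicle-bound cells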
Insulin prom up = MIN6 insulin promoter up-regulation; actives 0.3% (n = 190,000); MIN6 insulin promoter-GFP reporter, high-content imaging; stronger effect = higher value; z-score at 5 µM;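 active = z-score above 3 at 5 µM with at least 500 cells counted in the well; inconclusive = wells under 500 cells, flagged as cytotoxic or low count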
bCat nuc transl = beta-catenin nuclear translocation modulation. HeLa beta-catenin nuclear translocation, immunofluorescence imaging. actives 0.3% (n = 190,000). nuclear translocation activity, % at 5 µM;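 active = nuclear translocation activity above 50% at 5 µM, with a well cell count of 50 or more; inconclusive = wells under 50 cells across six images, flagged as toxic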;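 also: per-cell ratio of nuclear to cytoplasmic median beta-catenin stain intensity; plate controls were DMSO negative control for no effect and GSK-3 inhibitor IX positive control for full effect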
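Test system: human HeLa cell line; Doses: 5 µM primary, 0.02–20 µM confirmation; Incubation: 24 h compound exposure, 37°C; Detection: beta-catenin immunofluorescence imaging with DAPI; Read-out: beta-catenin nuclear/cytoplasmic ratio, % activation.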
WT yeast gro inh = growth inhibition of WT yeast, mitochondrial fusion screen. mitochondrial fusion phenotypic screen, WT strain. inhibition, % at 10 µM. actives 2.1% (n = 190,000). AID 1362; in the data active = inhibition above about 58%; tested in S. cerevisiae
Hep lipid drop = hepatic lipid droplet formation modulation | actives 0.4% (n = 240,000) | AML12 mouse hepatocytes, oleate lipid droplets, BODIPY imaging | AID 1656 | inhibition, % at 6.5 µM;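 active = lipid droplet intensity inhibited by at least 50%, with more than 500 cells counted; inconclusive = wells with under 300 cells, treated as cytotoxic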
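Assay system: AML12 hepatocytes (mouse); Probe or stimulus: oleic acid at 100 µM to induce lipid droplet formation; Dosing: compound at 6.5 µM only; Schedule: compound with oleate, overnight; Detection: fluorescence imaging, 20x objective, two fields per well; Measure: % inhibition of lipid droplet signal.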
West Nile antiviral = West Nile virus antiviral activity, cell-based, CPE readout (AID 1621). West Nile virus-infected cells, CPE inhibition; higher % means a stronger effect. one-dose CPE inhibition, % at 10 µM; IC50 in µM for titrated hits. actives 0.02% (n = 290,000); in the data active = a potency from the dose series; inconclusive = CPE inhibition mostly from about 3.7% at the one dose, without a potency; inactive = the rest, 99 in 100 with CPE inhibition below about 2.2%; also: strong numbers were not always called active
Autophagy HCS = autophagy modulation, high-content screen. MEF GFP-LC3 puncta imaging; test concentration mostly 10 µM. calls only at 10 µM (by protocol). actives 0.98% (n = 190,000);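 active = percentage of spot-positive cells more than 3 SD above its plate mean, without a fluorescence outlier flag or 80% toxicity; inconclusive = no clear call, values can overlap the other calls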;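 also: spot-positive cell cutoff set from DMSO-treated cells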
MT stabilize HCS = stabilizes microtubules in HeLa cells; HeLa tubulin immunostaining HCS, 24 h; share of cells brighter than vehicle mean+2SD; % tubulin-high responders, % at 10 µM; actives 0.83% (n = 200,000); AID 2205;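 active = plate Z-score above 3 for both tubulin-high and condensed-nucleus cell shares, with cell loss under 80%, at 10 µM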;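 also: anti alpha tubulin signal scored within the nucleus-defined area of each cell; some results filed as inactive read as strong as hits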
Myeloid diff MLP = promotes myeloid progenitor differentiation; actives 1% (n = 360,000); ER-HoxA9 myeloid progenitors, lysozyme-GFP differentiation, flow cytometry; AID 624256; calls only at 10 µM;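 active = normalized GFP-positive differentiation at or above the plate's own cutoff, the solvent-only control mean plus 3 SD; inconclusive = no clear call, values can overlap the other calls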;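 also: cells exposed to compound for four days before flow analysis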
WT yeast gro inh mutant strain = further read-out of WT yeast gro inh, marked with its call; inhibition, %; mitochondrial fusion phenotypic screen, mutant strain inhibition
Insulin prom up cell count = second read-out of Insulin prom up, no call of its own (marks repeat the call); cell count; measured here: cytotoxicity, nuclei count;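 total cells summed across four imaged fields per well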
Hep lipid drop cells 6.5 µM = also measured in Hep lipid drop; calls as there; cell count; measured here: cell count, cytotoxicity flag;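 cells counted across two imaged fields per well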
bCat nuc transl cell count 5 µM = further read-out of bCat nuc transl, marked with its call; cell count; measured here: cell count, cytotoxicity flag
T cell modulator vesicle-bound % = also measured in T cell modulator; calls as there; double positive events, %; measured here: CD8+ vesicle-bound cell fraction;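 binding gate set so that unloaded-vesicle control wells show 10% double positive cells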
MT stabilize HCS Hoechst-high % = recorded beside MT stabilize HCS, whose call it bears; % Hoechst-high responders; measured here: nuclear condensation Hoechst responders;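 share of cells brighter than vehicle mean plus two SD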
MT stabilize HCS cytotoxicity % = also measured in MT stabilize HCS; calls as there; toxicity, %; measured here: cytotoxicity by cell density;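 0% = mean cell density of plate MIN control wells and 100% = no cells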
Autophagy HCS cell loss 18 h = second read-out of Autophagy HCS, no call of its own (marks repeat the call); toxicity, %; measured here: cell loss, nuclei count;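 cell loss after 18 h compound exposure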
Myeloid diff MLP GFP+ MAC1+ % = further read-out of Myeloid diff MLP, marked with its call; GFP+ MAC1+ double positive, %; measured here: differentiation confirmed by MAC1 staining
Active calls of the source: *; i = inactive; ? = inconclusive; / = no result given; + = active, no number. Compounds as they come; 3.9% or so of the library scored in one or more.

SMILES	T cell modulator	T cell modulator vesicle-bound %	Insulin prom up	Insulin prom up cell count	bCat nuc transl	bCat nuc transl cell count 5 µM	WT yeast gro inh	WT yeast gro inh mutant strain	Hep lipid drop	Hep lipid drop cells 6.5 µM	West Nile antiviral	Autophagy HCS	Autophagy HCS cell loss 18 h	MT stabilize HCS	MT stabilize HCS Hoechst-high %	MT stabilize HCS cytotoxicity %	Myeloid diff MLP	Myeloid diff MLP GFP+ MAC1+ %
O=C(O)COCc1nc2ccccc2s1	i	45.8	-0.51	1111	0.5	1252	/	/	30.5	702	0.1%	/	/	/	/	/	i	0.9
O=C(N/N=C/c1ccncc1)c1nc2ccccc2c(=O)[nH]1	i	33.4	0.67	1414	-1.1	1128	/	/	-2.8	667	-0.2%	/	/	/	/	/	i	0.6
Cc1cc(C)cc(N2CC(C(=O)OCC(=O)Nc3cc(C)on3)CC2=O)c1 (stereo unspecified)	i	34.8	/	/	/	/	/	/	-13.2	835	0.1%	/	/	/	/	/	i	0.3
N#Cc1c(N)n(CCNC(=O)c2cccs2)c2nc3ccccc3nc12	i	24.7	/	/	-5.3	1167	-2.2	8.2	3.7	757	0.9%	i	-52.5	5.0	2.4	7.2	+	2.2*
CC1CCCN(C(=O)CSc2nnc(-c3ccc(O)cc3)o2)C1 (stereo unspecified)	i	43.4	/	/	/	/	/	/	15.4	853	-1.1%	/	/	/	/	/	i	0.4
S=c1[nH]nc(Cc2cccs2)n1-c1ccccc1	i	39.2	-0.17	1612	0.3	1330	1.2	6.0	/	/	/	i	-4.4	1.3	1.1	9.4	i	5.4
COc1ccc(CC(=O)Nc2ccccc2-c2ccccc2)cc1OC	i	30.6	/	/	/	/	/	/	-21.7	727	-0.9%	/	/	/	/	/	i	1.2
Cc1ccc(NC2CC(=O)N(c3cccc([N+](=O)[O-])c3)C2=O)cc1 (stereo unspecified)	i	40.4	0.7	1509	-0.2	1518	-4.3	17.5	6.9	750	0.0%	i	10.9	3.9	1.7	8.5	i	1.6
COC(=O)Cn1cc(/C=C(/C#N)C(=O)N2CCOCC2)c2ccccc21	i	6.8	-0.15	1440	2.0	965	-20.4	-0.3	-0.2	747	-0.1%	i	-3.4	3.7	1.7	7.1	i	2.3
Cn1nc(CC(=O)Nc2ncc(Br)s2)c2ccccc2c1=O	i	55.5	0.27	574	-2.5	1251	-13.2	-11.2	-18.4	667	0.4%	i	12.5	2.7	1.3	0.2	i	0.8
O=C(CCn1cnnn1)Nc1ccccc1F	i	43.4	0.05	1248	-5.9	1156	-1.4	3.3	16.0	650	-0.1%	i	-39.1	6.4	1.4	8.9	i	0.3
CN(c1ccccc1C(=O)Nc1ccc(S(=O)(=O)N2CCOCC2)cc1)S(=O)(=O)c1ccccc1	i	17.4	0.22	1244	2.4	921	-6.1	-21.9	-5.1	561	-1.4%	i	0.4	5.1	3.9	1.8	i	0.3
O=C(COc1ccccc1)NC(NC(=S)Nc1ccccc1O)C(Cl)(Cl)Cl (stereo unspecified)	i	2.3	0.27	1665	1.7	1309	9.2	4.7	/	/	-1.1%	i	4.2	2.0	1.0	7.9	i	3.1
O=C(C1=C[C@@H](C2CC2)C[C@@H](OCc2ccc(CO)cc2)O1)N1CCN(Cc2ccc3c(c2)OCO3)CC1	i	31.2	-0.09	1408	1.1	1134	-1.9	2.4	-1.7	743	-0.5%	i	-4.7	4.3	0.9	10.9	i	0.5
Cc1ccc(CNC(=O)c2ccc(CN3CCOCC3)cc2)cc1	i	33.0	-0.12	1116	-2.3	1103	15.9	11.5	/	/	-0.3%	i	0.8	3.3	3.0	8.9	i	0.7
Cc1[nH]c(=O)[nH]c(=O)c1/C=N/NC(=O)[C@H](CC(C)C)NC(=O)OC(C)(C)C	i	54.4	0.07	1365	-1.6	1071	7.2	12.2	1.3	565	/	i	-34.8	3.3	1.8	2.7	/	/
Cc1ccc(O)c(-c2cc(C(=O)Nc3c(C)n(C)n(-c4ccccc4)c3=O)[nH]n2)c1	i	8.7	0.29	1338	-4.5	569	-11.0	-5.6	2.3	746	-0.4%	i	14.3	4.1	1.3	11.2	i	1.0
NC(=O)CC(NC(=O)Cc1ccc(Br)cc1)c1ccc(N2CCCCCCC2)c([N+](=O)[O-])c1 (stereo unspecified)	i	16.3	/	/	/	/	/	/	7.9	833	-0.2%	/	/	/	/	/	i	0.6
CN(C)Cc1c(C(=O)N/N=C/c2ccccc2OCc2ccc(F)cc2)nnn1-c1nonc1N	i	23.1	/	/	/	/	/	/	-2.4	802	0.7%	/	/	/	/	/	i	0.4
O=C(NCC(c1cccnc1)N1CCN(c2ccccc2F)CC1)C1CCCCC1 (stereo unspecified)	i	20.7	-0.36	946	/	/	2.4	6.5	0.3	812	-0.8%	i	-8.3	2.0	1.3	0.3	i	0.6
COC(=O)N/N=C\c1cccc(OC(=O)c2cccs2)c1	i	56.8	/	/	-1.4	499	5.7	-4.0	14.4	706	0.1%	i	-22.8	4.3	1.1	9.6	i	0.2
CCCOc1ccc(/C=N/n2nnnc2N)cc1OC	i	56.7	/	/	/	/	/	/	2.3	800	0.1%	/	/	/	/	/	i	0.4
CCOc1ccc(S(=O)(=O)N2CCCC(C(=O)NC3CCCC3)C2)cc1 (stereo unspecified)	i	57.1	/	/	/	/	/	/	-29.1	770	-0.9%	/	/	/	/	/	i	2.6
CCCCCn1c(=O)[nH]c2cc(C(=O)NCc3ccccn3)ccc2c1=O	i	38.3	-0.27	1362	-2.9	1134	-33.2	-17.8	-22.3	713	-1.5%	i	-7.0	2.4	2.9	7.1	i	0.4
CS(=O)(=O)Nc1ccc(Br)cc1C(=O)c1ccccc1	i	33.4	0.62	939	/	/	-21.1	-9.8	15.9	840	2.0%	i	4.4	2.2	2.2	7.0	i	0.7
Other structures:
SMILES	T cell modulator	T cell modulator vesicle-bound %	Insulin prom up	Insulin prom up cell count	bCat nuc transl	bCat nuc transl cell count 5 µM	WT yeast gro inh	WT yeast gro inh mutant strain	Hep lipid drop	Hep lipid drop cells 6.5 µM	West Nile antiviral	Autophagy HCS	Autophagy HCS cell loss 18 h	MT stabilize HCS	MT stabilize HCS Hoechst-high %	MT stabilize HCS cytotoxicity %	Myeloid diff MLP	Myeloid diff MLP GFP+ MAC1+ %
COc1cc(NC(=O)c2cc3c(C)nc4ccccc4c3o2)cc(OC)c1OC	i	28.3	-0.06	1033	/	/	-7.5	2.5	/	/	0.8%	i	4.4	8.6	2.9	5.6	?	/
O=c1cc(CN2CCOCC2)nc(C2CC2)[nH]1	i	44.7	-0.36	1777	-4.5	1087	-5.5	5.6	-0.5	672	-0.4%	i	10.7	1.3	1.6	10.3	i	1.4
COC(=O)C1CSc2[nH]c(=O)sc2C1c1ccc(O)c(OC)c1 (stereo unspecified)	i	33.7	0	722	0.9	1000	6.0	14.8	6.1	796	0.8%	i	33.6	2.0	2.3	12.3	i	0.6
OCC1(CCOc2ccccc2)CCN(Cc2ccc3cccc(F)c3n2)CC1	i	44.8	-0.84	1706	0.7	1528	-2.2	15.0	-6.2	680	-0.7%	i	11.5	3.3	2.3	3.7	i	0.5
Nc1nc(C23CC4CCC(CC(C4)C2)C3)cs1	i	47.5	-0.25	1348	-2.2	559	6.0	-11.1	-27.5	693	-0.2%	i	-38.4	1.9	1.3	3.6	i	1.3
CCc1cc2c(NC(Cc3ccccc3)C(=O)O)nc(C)nc2s1 (stereo unspecified)	i	53.9	/	/	/	/	/	/	1.7	829	0.6%	/	/	/	/	/	i	0.8
Cc1onc(-c2ccccc2Cl)c1C(=O)NNC(=O)c1ccccc1F	i	39.3	/	/	/	/	/	/	3.9	819	-0.1%	/	/	/	/	/	i	0.7
Cc1ccc(N(C(=O)c2csnn2)C(C(=O)NC(C)(C)C)c2ccncc2)cc1 (stereo unspecified)	i	33.3	-0.5	1583	-0.2	1309	4.9	-8.3	/	/	0.3%	i	-5.3	1.6	1.3	9.5	i	13.6
Cc1cc2nc(C3CCN(CC4COc5ccccc5O4)CC3)[nH]c2cc1C (stereo unspecified)	i	26.5	-0.47	1737	-1.2	1118	39.9	46.2	4.2	545	-0.7%	i	-6.2	1.6	1.9	9.7	i	13.0
COc1ccc(CS(=O)c2nc(C)cc(C)c2S(C)(=O)=O)cc1 (stereo unspecified)	i	61.8	-0.08	1349	-0.4	1070	-11.7	-6.3	-1.0	740	-0.2%	i	0.1	2.3	1.6	7.8	i	0.7
O=C(CC(c1ccccc1)c1cc(Br)ccc1O)NCCCN1CCOCC1 (stereo unspecified)	i	50.8	/	/	/	/	/	/	6.6	818	-0.2%	/	/	/	/	/	i	0.4
COc1ccccc1N1CCN(S(=O)(=O)c2c(C)[nH]c(C)c2C(=O)N2CCCC2)CC1	i	31.2	/	/	/	/	/	/	-0.6	681	-0.3%	/	/	/	/	/	i	3.0
CC(=O)c1c(C)[n+]([O-])c2ccc3c(non3O)c12	i	22.8	0.94	1507	-2.5	1135	12.0	5.9	3.0	650	0.3%	i	9.5	6.0	2.1	9.1	i	0.1

Screens: PubChem BioAssay, several laboratories
